Compound activity: PubChem BioAssay, several laboratories
GPR35 antagonists – GPR35 antagonists blocking zaprinast-driven arrestin recruitment, primary screen, imaging, U2OS, beta-arrestin-GFP, zaprinast agonist (AID 2058); inhibition, % at 10 µM; hits with a dose series show IC50 in µM; U2OS GPR35 beta-arrestin-GFP translocation imaging, zaprinast antagonism; higher % means a stronger effect; 290,000 compounds, 0.052% hits;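 active = inhibition of at least 50% with at least 30 cells and total cytoplasm GFP at most 10,000,000; inconclusive = under 30 cells or total GFP of 10,000,000 plus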
Rac1 GTP hydrolysis – MgcRacGAP GTPase-activating activity inhibitors, confirmation, biochemical, ADP Hunter fluorescence | MgcRacGAP-stimulated Rac1 GTP hydrolysis, ADP Hunter fluorescence; higher % means a stronger effect; GST-tagged Rac1 F28L mutant substrate | inhibition, % at 30 µM, or IC50 in µM where a hit was titrated | 340,000 compounds, 0.6% hits | AID 624330;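 active = first-screen hits whose inhibition reached a set limit at any dose in the follow-up dose series; inconclusive = inhibition above the set first-screen limit but never retested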;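 note: fluorescence reports GDP produced by GAP-driven GTP hydrolysis; strong numbers were not always called active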
LYP phosphatase – inhibitors of LYP phosphatase, biochemical, fluorescence intensity, uHTS (AID 1779). one-dose inhibition, % at 11.5 µM; IC50 in µM for titrated hits. recombinant LYP phosphatase, fluorescence intensity; higher % means a stronger effect. 290,000 compounds, 0.054% hits; in the data active = inhibition above about 50%;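 note: plate controls were vehicle with enzyme for no effect and no enzyme for full effect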
CSM14.1 death rescue – protection against thapsigargin-triggered cell killing – 384-well, CSM14.1, ATP luminescence, primary screen (AID 1222). CSM14.1 thapsigargin-induced death rescue, ATP luminescence; higher % means a stronger effect. cellular ATP content (survival), % at 20 µM, or EC50 in µM where a hit was titrated. 190,000 tested, under 10 active;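 active = EC50 below 50 µM in the dose-response confirmation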;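 note: death triggered by thapsigargin at about 15 µM added after 2 h compound pretreatment; cell ATP read after overnight thapsigargin exposure of roughly 18 to 22 hours; normalized against plate controls of thapsigargin alone and 5% DMSO vehicle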
West Nile virus CPE – inhibition of WNV-induced cytopathic effect – cell-based, CPE readout (AID 1621); West Nile virus-infected cells, CPE inhibition; higher % means a stronger effect; 290,000 compounds, 0.02% hits; one-dose CPE inhibition, % at 10 µM; IC50 in µM for titrated hits; in the data active = a potency from the dose series; inconclusive = CPE inhibition mostly from about 3.7% at the one dose, without a potency; inactive = the rest, 99 in 100 with CPE inhibition below about 2.2%; note: strong numbers were not always called active
SV40 large T antigen – TAg ATPase/helicase activity blockers – biochemical (AID 1903) | inhibition, % at 20 µM, or IC50 in µM where a hit was titrated | SV40 large T antigen ATPase/helicase inhibition assay; higher % means a stronger effect | 310,000 compounds, 0.39% hits; in the data active = a potency from the dose series; inconclusive = inhibition mostly from about 32% at the one dose, without a potency; inactive = the rest, 99 in 100 with inhibition below about 32%; note: strong numbers were not always called active
NS5 inhibitors – Dengue-2 NS5 methyltransferase inhibitors, primary screen, biochemical, confirmation dose response (AID 588689) | Dengue-2 NS5 methyltransferase capping enzyme assay, biochemical; higher % means a stronger effect | inhibition, % at 25 µM; hits with a dose series show IC50 in µM | 340,000 compounds, 0.3% hits; in the data active = a potency from the dose series; inconclusive = inhibition above about 29% without an active follow-up result
RSV antiviral HEp-2 – inhibition of RSV-induced cytopathic effect – HEp-2 cells, primary 10 µM value included (AID 2391); HEp-2 cells, RSV-induced CPE inhibition; higher % means a stronger effect; one-dose CPE inhibition, % at 10 µM; IC50 in µM for titrated hits; 310,000 compounds, 0.13% hits; in the data active = a potency from the dose series; inconclusive = CPE inhibition mostly from about 23% at the one dose, without a potency; inactive = the rest, 99 in 100 with CPE inhibition below about 21%; note: strong numbers were not always called active
PhoP inhibition – PhoP-dependent GFP reporter repression – Salmonella Typhimurium, primary screen (AID 1863) | S. Typhimurium PhoP-regulated promoter GFP reporter, 4 h; higher % means a stronger effect | inhibition, % at 50 µM; hits with a dose series show IC50 in µM | 300,000 compounds, 0.16% hits;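 active = inhibition over 29.93%, a cutoff 3 SD above the screen mean, later confirmed by dose response; inconclusive = inhibition over 29.93% but no dose response follow-up; inactive = inhibition at most 29.93% or unconfirmed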;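 note: 0% = low Mg2+ inducing control and 100% = high Mg2+ repressing control; strong numbers were not always called active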
NS5 inhibitors pilot replicate – further read-out of NS5 inhibitors, marked with its call; inhibition, %; measured here: pilot screen replicate inhibition
* = called active by the depositor; ? = inconclusive; · = not tested or not shown.

SMILES | GPR35 antagonists | Rac1 GTP hydrolysis | LYP phosphatase | CSM14.1 death rescue | West Nile virus CPE | SV40 large T antigen | NS5 inhibitors | RSV antiviral HEp-2 | PhoP inhibition | others
O=C(COc1ccc([N+](=O)[O-])cc1Cl)NCCc1ccccc1 | -10% | 6% | -4% | -4.3% | -1.4% | 9% | -2% | 4.3% | -6%
CS(=O)(=O)N(CC(=O)NCCSCc1cccc(Cl)c1)c1ccccc1F | -2% | 7% | -4% | · | -0.7% | 2% | -5% | 0.1% | 2%
O=c1[nH]cccc1-c1nc2ccccc2n1Cc1ccccc1F | -1% | 8% | -14% | · | -0.5% | 3% | -5% | 0.8% | 6%
S=C(Nc1ccccc1)N1CCC(Cc2ccccc2)CC1 | -8% | 10% | -1% | · | 2.0% | 15% | -3% | 3.2% | -1%
Cc1nc2ccccc2c(=O)n1/N=C/c1ccc(O)c(O)c1O | 4% | -76% | -3% | · | -0.2% | 0% | >100µM* | 3.8% | 9%
O=C(NCCCN1CCOCC1)c1ccc2ccccc2c1 | · | 13% | · | · | · | 18% | -1% | -1.2% | 2%
O=C(Nc1cccc(C(F)(F)F)c1)c1cccc(NS(=O)(=O)c2ccc(Br)c(C(=O)O)c2)c1 | -8% | 1% | 2% | 2.0% | -0.1% | 6% | -1% | 3.6% | 4%
O=C(c1cccc(S(=O)(=O)N2CCCC2)c1)N1CCCc2ccccc21 | -19% | -2% | 3% | -5.6% | 0.1% | 6% | 2% | 8.2% | -6%
CCn1c(SCC(=O)N/N=C/c2ccc(C)o2)nnc1-c1ccc(C(C)(C)C)cc1 | -14% | 6% | -3% | -3.2% | -0.2% | 19% | -9% | -0.4% | 3%
CCC(=O)Nc1ccc2c(c1)ncn2-c1ccccc1 | -3% | 2% | -9% | -2.1% | -0.1% | 21% | -3% | 4.5% | -2% | NS5 inhibitors pilot replicate=-3.6
O=C(NCc1ccco1)c1cccc(N2CCCC2=O)c1 | -1% | 8% | -2% | 1.5% | 0.2% | 16% | -8% | 0.7% | 2%
Nc1nc(NCc2ccco2)nc(N2CCCC2)c1[N+](=O)[O-] | 12% | 13% | -5% | · | -0.9% | 4% | -2% | 3.7% | -11%
Cc1c(/C=N/Nc2ccc(F)cc2)c(O)n(C)c(=O)c1C#N | 12% | 3% | -3% | 0.3% | 0.6% | 11% | 5% | 5.8% | -2%
CCN(CCO)c1ccc(NC(=S)Nc2cccc(S(=O)(=O)N(C)C)c2)cc1 | -7% | ? | -2% | -0.6% | 1.0% | 36% | 33% | 2.5% | -2%
Cc1ccccc1C(=O)N1CCC(C(=O)Nc2ccccc2Cl)CC1 | 8% | 10% | 0% | · | 0.8% | 7% | -7% | 3.1% | -1%
CC(=O)c1ccc(OC(C)C)c(CSC(=N)N)c1 | 2% | 2% | -7% | -2.1% | -1.0% | -4% | · | 0.2% | -4%
Cc1cc(C(=O)COC(=O)CN(C)S(=O)(=O)c2ccc(Cl)cc2)c(C)n1CC1CCCO1 (stereo not drawn) | 9% | 7% | -2% | -0.9% | -0.2% | -3% | 0% | 0.3% | 2%
CCN1CCCC1CNS(=O)(=O)c1ccc(F)c(Cl)c1 (stereo not drawn) | -7% | 5% | 1% | · | 1.6% | 5% | -5% | 2.6% | -3%
C=CCn1c(C)cc(C(=O)COC(=O)C2CC(=O)N(CCc3ccc(OC)c(OC)c3)C2)c1C (stereo not drawn) | · | 3% | · | · | · | 10% | 4% | 0.8% | 0%
O=C(c1ccc(C(=O)N2CCCc3ccccc32)s1)N1CCCc2ccccc21 | -11% | 12% | 7% | 2.3% | 1.6% | 4% | 1% | >50µM* | 1%
CCOC(=O)CSc1nnc(CNC(=O)c2cccs2)n1-c1cccc(C)c1 | -2% | 3% | 2% | 0.1% | -0.4% | 0% | 1% | 0.7% | -2%
O=C(CSc1ncnc2ccccc12)Nc1ccc(N2CCOCC2)cc1 | -8% | · | -8% | 0.1% | -0.2% | · | · | · | 7%
O=C(CN1CC(=O)Oc2ccccc21)OCC(=O)c1ccc(F)cc1 | -1% | -4% | -4% | 0.9% | -0.9% | 15% | -7% | -0.1% | 1%
C/C(=N\NC(=O)c1ccccc1)c1nc2ccccc2n1C | -12% | -1% | -2% | -2.7% | -0.3% | 19% | 2% | -0.5% | 4%
COc1ccc2nc(NC(=O)C3CCN(S(=O)(=O)c4cccnc4)CC3)sc2c1 | 0% | 12% | -4% | 0.7% | 0.0% | 1% | 2% | 2.4% | 2%
Cc1cccc(C(=O)NNC2=CC(=O)CC(C)(C)C2)c1O | 16% | 8% | 2% | · | 1.1% | 20% | -12% | 1.0% | -1%
CCC(C)(C)NC(=O)C(c1ccccn1)N(C(=O)c1csnn1)c1ccc(C)c(C)c1 (stereo not drawn) | 3% | -26% | -4% | -1.3% | 0.2% | 2% | -5% | 1.1% | -5%
C=CCSC(=S)NC1CCS(=O)(=O)C1 (stereo not drawn) | -1% | 10% | -5% | -8.0% | -0.1% | 8% | -3% | 51% | 0%
OCC[C@H]1C[C@H](O)[C@@H](O)[C@]2(Cc3ccccc3O2)O1 | · | 6% | · | · | · | 3% | -1% | -1.3% | 5%
Cc1nc(SC2CC(=O)N(c3ccccc3)C2=O)nc2c1CCCC2 (stereo not drawn) | 2% | 8% | 2% | -0.2% | 1.4% | 3% | -4% | 0.7% | 5%
Cc1ccc(NC(=S)NC(=O)c2ccc(-c3ccccc3)cc2)cc1 | · | 5% | · | · | -0.4% | · | -1% | 1.2% | ·
O=C(Nc1nnc(C2CC2)s1)c1cc(Cl)sc1Cl | 1% | 10% | -7% | · | -0.8% | -5% | -2% | -0.1% | 4%
COc1ccc(C(=O)NCC2OCCc3ccccc32)cc1OC (stereo not drawn) | 0% | 1% | -5% | -0.7% | -0.1% | 12% | -17% | -0.3% | 14%
O=C(O)/C=C/c1cn(-c2ccccc2)nc1-c1ccc(-c2ccc([N+](=O)[O-])cc2)o1 | 6% | 11% | 2% | · | 0.8% | ? | -30% | 12% | -11%
O=C(Cn1c(NCCCO)nc2ccccc21)c1ccc(F)cc1 | 16% | 8% | -7% | · | -1.5% | 15% | -3% | -1.3% | 5% | NS5 inhibitors pilot replicate=-1.5
O=C(Nc1sc2c(c1C(=O)N1CCOCC1)CCCCC2)c1cccnc1 | -3% | 5% | -6% | -0.2% | 0.1% | -20% | 2% | -1.1% | 4%
COc1ccc(-n2ncc3c2CC(C)(C)CC3NC(=O)CCN2CCCCC2=O)cc1 (stereo not drawn) | 14% | 2% | -3% | · | 0.8% | 13% | -10% | 0.1% | -5%
COc1ccccc1Cc1noc(COc2cccc(C)c2C)n1 | -4% | -3% | 5% | · | -0.3% | 2% | -15% | 2.5% | -3%
CCOC(=O)c1cc2ccc(OC)cc2oc1=O | 9% | 8% | -19% | 3.4% | -0.2% | 0% | -11% | 2.6% | 8%
Cn1c(C(=O)N2CCCC2)cc2c(=O)n(C)c3ccccc3c21 | 2% | -1% | -10% | 1.6% | 0.1% | 8% | 6% | · | -2%
Oc1c(CN2CCOCC2)cc(COCc2ccccc2)c2cccnc12 | -5% | 6% | -9% | 3.0% | -1.0% | -2% | -3% | -2.4% | 98µM*
O=C(CN(CC1CCCO1)C(=O)CNS(=O)(=O)c1ccc(Cl)cc1)NCc1ccccc1 (stereo not drawn) | -1% | 2% | -9% | · | -0.8% | 1% | -9% | 0.7% | 6%
CCN(CC)C(=O)CSc1nc2ccc(NC(=O)CSc3nnc(N)s3)cc2s1 | -6% | 8% | -4% | -0.4% | · | 6% | 3% | 12% | 1%
CC(C)C(=O)NC(=S)Nc1ccc(S(=O)(=O)N2CCCC2)cc1 | -5% | 10% | -7% | 1.4% | -0.2% | 29% | 3% | 2.0% | 8%
O=C(N/C(=C/c1ccc(Cl)cc1)c1nc2ccccc2[nH]1)c1ccco1 | 10% | 3% | 1% | 1.9% | · | 4% | -1% | 1.9% | -5%
COc1ccc(-c2c(C)nc3c(-c4ccsc4)cnn3c2N)cc1 | -4% | 8% | -10% | · | -0.5% | 1% | -4% | 4.2% | -3%
COc1cccc(N2CCN(c3ncnc4c3[nH]c3ccc(F)cc34)CC2C)c1 (stereo not drawn) | 2% | 16% | -4% | -1.2% | -0.8% | 13% | -1% | -4.0% | 6%
Cc1cccc(CC(=O)N2CCC(N3CCC(C(=O)N4CCOCC4)CC3)CC2)c1 | 2% | 6% | -8% | 1.5% | 0.1% | 5% | -5% | -1.1% | -4%
COc1cccc(NC(=O)CN(C)CC(=O)NC(C)c2ccccc2)c1 (stereo not drawn) | 5% | 10% | -3% | · | -0.2% | 5% | 8% | 0.9% | -9%
CCOC(=O)C1CCN(c2nnc(N3CCCC3=O)s2)CC1 | -26% | 10% | -6% | -1.7% | 0.1% | -2% | 2% | 2.6% | 5%
CCOC(=O)NN1C(=O)c2ccccc2NC1c1ccccn1 (stereo not drawn) | -3% | 6% | -7% | -1.6% | 0.1% | 2% | -15% | 1.6% | 0%
Cc1ccc(-c2nc(CSCC(=O)NCC3CCCO3)c(C)o2)cc1 (stereo not drawn) | -2% | -2% | -3% | · | 0.6% | 17% | -12% | 13% | 0%
CC(=O)c1c(C)n(C)c2ccc(OC(=O)c3ccc([N+](=O)[O-])cc3)cc12 | -13% | -2% | -2% | -2.1% | -0.6% | 22% | 1% | 0.9% | -6%
COc1cccc(C(=O)NCCS(=O)(=O)N2CCOCC2)c1 | · | 5% | · | · | · | 15% | -1% | -0.4% | 6%
Cc1c(Cl)c([N+](=O)[O-])nn1Cc1ccc(C(=O)N/N=C\c2ccccn2)o1 | -2% | 3% | -4% | 1.3% | -0.5% | 6% | -4% | 2.3% | 0%
CCC(C)(C(=O)NC1CCCCC1)N(C)C(=O)c1ccc2c(c1)OCO2 (stereo not drawn) | 22% | 1% | -2% | -1.1% | -0.3% | 4% | 3% | 1.0% | -6%
Cc1ccccc1-n1ncc2c1CC(C)(C)CC2NC(=O)CCC(F)(F)F (stereo not drawn) | 0% | 7% | -11% | · | -1.1% | 4% | -2% | 1.5% | 2%
CCCCNC(=O)c1ccc2c(SCC(=O)O)c3c(nc2c1)CCCC3 | 12% | 5% | -3% | -2.2% | 0.0% | 5% | -1% | 0.2% | -13%
O=C(O)CSc1c2c(nc3cc(C(=O)N4CCCC4)ccc13)CCCC2 | -1% | 0% | -6% | -1.0% | -0.1% | 12% | -13% | -1.3% | 10%
